RPL19A-GFP yeast: modulators of TOR pathway RPL19A-GFP in S. cerevisiae; S. cerevisiae RPL19A-GFP strain, flow cytometry, 3 h; hits give low values; percent response vs DMSO, % at 10 µM; 330,000 compounds, 0.3% hits; AID 2025;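 active = percent response vs DMSO below 50%; inconclusive = fewer than 70 events counted for the yeast strain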;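 note: median channel GFP fluorescence of the barcoded RPL19A-GFP strain; ratio of sample median GFP to plate DMSO average so 100% = DMSO; lower means less RPL19A-GFP as with rapamycin TOR inhibition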
LAP4 TOR yeast: modulators of TOR pathway LAP4-GFP in S. cerevisiae. S. cerevisiae LAP4-GFP multiplex, flow cytometry GFP, 3 h; median GFP as percent of DMSO wells. GFP response vs DMSO, % at 10 µM. 320,000 compounds, 0.34% hits. AID 2023;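 active = GFP response vs DMSO above a set limit, about the screen mean plus 3 SD, cut at about 150% in these data; inconclusive = under 70 cell events counted for the yeast strain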
MEP2-GFP yeast: yeast TOR pathway MEP2-GFP modulation; S. cerevisiae MEP2-GFP strain, flow cytometry GFP, 3 h; 100% = DMSO control level; GFP response vs DMSO, % at 10 µM; 330,000 compounds, 0.51% hits;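 active = GFP response versus DMSO above a set limit, roughly screen mean plus 3 SD, cut at about 180% in these data; inconclusive = fewer than 70 cells counted for a yeast strain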;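 note: median GFP fluorescence of the barcode-gated MEP2-GFP cells per well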
Active calls of the source: *; ? = inconclusive; [ ] = remark or other dose. Not all compounds are listed; the hit share may differ from the screen's.

SMILES	RPL19A-GFP yeast	LAP4 TOR yeast	MEP2-GFP yeast
CC1CN(c2ccc([N+](=O)[O-])c(NCCOc3ccc(Cl)cc3)c2)CC(C)N1 (stereo not drawn)	105	100	105
CCOc1ccccc1CN1CCNC(=O)C1CC(=O)N(C)Cc1nonc1C (stereo not drawn)	109	89	103
Cc1ccc(NS(=O)(=O)c2c(C)[nH]c(=O)[nH]c2=O)cc1F	108	97	107
Cc1ccc(C(O)c2nc3ccccc3n2C)cc1 (stereo not drawn)	104	96	107
CSc1ncccc1C(=O)N1CCCC(Nc2ccc(C)c(C)c2)C1 (stereo not drawn)	124	99	113
O=C(NCCCn1ccnc1)c1ccc(Br)s1	133	79	105
COc1ccc(-c2csc(NC(=O)C(CC(=O)O)N3CCOCC3)n2)cc1 (stereo not drawn)	106	95	101
COc1cc(OC)c(NS(=O)(=O)c2c(C)[nH]c(=O)[nH]c2=O)cc1Cl	100	82	98
CC(=O)c1c(C)n(-c2ccccc2Br)c2ccc(O)cc12	114	104	116
O=C(O)c1cccc(S(=O)(=O)N(Cc2ccccc2)c2ccccc2Cl)c1	101	100	89
O=C(Cc1c(F)cccc1Cl)Nc1ccccn1	102	93	101
CC(C)c1ccc(N2C(=O)CC(Sc3ncccn3)C2=O)cc1 (stereo not drawn)	104[may fluoresce violet]	88[may fluoresce violet]	96[may fluoresce violet]
CCCc1cc(C(=O)Nc2ccc(C(=O)OC)cc2)cs1	120	77	107
CC(C)C(=O)Nc1ccc(-c2nnc(-c3ccccc3)o2)cc1	103	96	104
Cc1ccccc1CC(=O)NC1CCN(C)CC1	107	100	109
Cc1ccc(C)c(NC(=O)CCC(=O)N/N=C/c2cccnc2)c1	116	74	107
CC(=O)c1sc(=S)n(Cc2ccccc2)c1C	106	91	105
OCCCc1nc2ccccc2n1Cc1ccccc1	101	100	100
CCOC(=O)C1(CCOc2ccccc2)CCN(Cc2ccc(C(=O)OC)cc2)CC1	98	97	106
Cc1ccc(C)c(S(=O)(=O)NCc2ccc3c(c2)OCO3)c1	106	107	107
COc1ccc2[nH]c(C(=O)N3CCN(C)CC3)c(C)c2c1	97	101	100
CC(C)c1ccc(OCC(O)CN2CCCC2)cc1 (stereo not drawn)	104	88	87
CCOc1ccc(C(=O)NCc2ccco2)cc1OC	105	93	105
COc1ccc(/C=C(\NC(=O)c2ccco2)C(=O)Nc2ccc(C(C)=O)cc2)cc1	104	71	102
COc1ccc(OC)c(S(=O)(=O)N/N=C\c2c[nH]c3ccccc23)c1	116	78	101
CSc1ncc(C(=O)Nc2ccc(C(C)=O)cc2)c(C)n1	109	96	107
O=C(CCl)NNc1nc(-c2ccccc2)c2cc(Cl)ccc2n1	96	93	102
O=C(Cc1ccc([N+](=O)[O-])cc1)NNC(=O)c1ccc2c(c1)OCO2	110	69	101
O=C(NCC1CCCO1)c1cnn2c(C(F)F)cc(C3CC3)nc12 (stereo not drawn)	103	67	91
Oc1ccccc1-c1nnc2n1CCCCC2	99	81	102
Cc1ccnc(NS(=O)(=O)c2ccc(NC(=O)c3oc4ccc(F)cc4c3C)cc2)n1	112	76	103
COc1ccc(C(=O)/C=C/c2ccc(-c3ccccc3)cc2)cc1CSCC(=O)O	95	101	154
O=C(C[n+]1cc[nH]c1)c1ccc(Cl)cc1	105	96	107
CCC(C)c1ccc(NC(=S)N2CCCC2)cc1 (stereo not drawn)	109	76	102
O=C(N/N=C/c1ccc(OC(=O)c2ccccc2Cl)cc1)c1cc(O)cc(O)c1	116	83	106
O=C(Nc1ccc(F)cc1)Nc1cccnc1	106	95	106
C/C(=N/NS(=O)(=O)c1ccc(C(C)(C)C)cc1)c1ccc2c(c1)OCO2	111	74	100
Cc1coc2c1c(C)cc1oc(=O)c(CC(=O)N[C@@H](C)C(=O)O)c(C)c12	102	90	107
OCc1nnn(-c2ccccc2)c1CO	101	111	107
c1cncc(CNCc2ccco2)c1	97	94	116
O=C(O)c1cccc(Nc2nc(-c3cc4ccccc4oc3=O)cs2)c1	104	95	113
Cc1nn(-c2ccc(F)cc2)c2nc(N)c(C#N)c(-c3ccc(O)c(O)c3)c12	101	90	105
COc1ccc(N2CCN(C(=O)c3ccccc3NS(=O)(=O)c3ccc(C)cc3)CC2)cc1	106	69	97
COc1ccc(OC)c(C(C)NC(=S)NC2CCCCC2)c1 (stereo not drawn)	116	79	108
O=S(=O)(Nc1ccc2c(c1)OCCO2)c1cccc(F)c1	102	100	108
COc1cc(C(=O)N/N=C/c2ccc3c(c2)c2ccccc2n3C)ccc1O	81[may fluoresce violet]	68[may fluoresce violet]	126[may fluoresce violet]
CN1CCN(C(=O)c2cnn(-c3ccccc3)c2NC(=O)c2ccccc2Cl)CC1	117	74	100
CCOc1cc(/C=N/NC(=O)C2CC2)ccc1OC(C)C	110	71	103
O=C(C(O)c1ccccc1)N1N=C(c2ccccc2)CC1(O)C(F)(F)F (stereo not drawn)	100	94	97
CC1CCN(CC(=O)Nc2ccc(S(=O)(=O)N3CCCC(C)C3)cc2)CC1 (stereo not drawn)	111	104	112
COc1cccc2c1O/C(=N\O)C(C(=O)Nc1cccc(C)c1C)C2 (stereo not drawn)	100	98	102
Cc1nc(NC(=O)C2CC2)sc1C(=O)Nc1cccc(Cl)c1	100	86	94
O=C(NCCCC1CCCC1)C1CCC(=O)N(Cc2cccc(C(F)(F)F)c2)C1 (stereo not drawn)	104	81	100
Cc1ccc(C(C)NC(=S)NC2CCCCC2)cc1C (stereo not drawn)	110	85	102
COc1ccc(S(=O)(=O)N2CCSC2C)cc1C (stereo not drawn)	95	114	96
Cc1cccc(NC(=O)/C(C#N)=C/c2ccc[nH]2)c1C	117	87	106
C[C@]12CCC3C(CC[C@H]4CCCC[C@]34C)C1CC[C@@]2(O)CNCCO (stereo partly drawn)	111	109	116
CCOc1ccc(C2/C(=C(/O)c3ccc4c(c3)CC(C)O4)C(=O)C(=O)N2CC2CCCO2)cc1 (stereo not drawn)	105	79	100
O=C(Nc1cccnc1)c1ccc(N2CCOCC2)c([N+](=O)[O-])c1	104	101	114
COc1ccc(NC(=O)NNS(=O)(=O)c2ccc(Br)cc2)cc1	108	74	101

The results go on:
SMILES	RPL19A-GFP yeast	LAP4 TOR yeast	MEP2-GFP yeast
CCn1c(C(=O)O)c(S(=O)(=O)c2ccc(Cl)cc2)c2ccccc21	105	103	113
N#C/C(=C\c1cccc(Cl)c1)C(=O)c1ccccc1	100	103	103
Cc1[nH]c(=O)[nH]c(=O)c1S(=O)(=O)Nc1ccc(Br)cc1F	105	93	101
COc1ccc(C(=O)N/N=C(/C)c2cccc(NC(=O)c3ccncc3)c2)cc1OC	104	84	101
COc1cc(OC)cc(C(=O)NNC(=O)c2cc3ccccc3cc2O)c1	108	112	109
Fc1ccc(NC(=S)N2CCc3ccccc32)cc1	103	101	107
C/C(=N\NC(N)=O)C1CC(Cc2ccccc2)C(=O)O1 (stereo not drawn)	105	96	104
CCCNC(=O)Nc1cc(OC)c(OC)cc1Cc1nccc2cc(OC)c(OC)cc12	103	90	106
CC(=O)c1ccc(NC(=O)C2CCCC2)cc1	100	91	103
CCCCNC(=O)[C@@H]1CSC2c3ccccc3C(=O)N21 (stereo partly drawn)	96	82	94
CCOC(=O)/C(C#N)=C/c1cccc(C)c1	103	88	108
CN(CCc1ccccc1)c1ccc([N+](=O)[O-])cn1	108	106	112
COc1ccc(NC(=O)NNC(=O)c2ccc(-c3ccccc3)cc2)c(OC)c1	120	79	106
CC(=O)c1cccc(NC(=O)CCCCCn2nnc3ccccc3c2=O)c1	104	90	101
O=C1NC(c2ccccc2)Oc2ccccc21 (stereo not drawn)	104	96	104
COCCN(C(=O)c1ccccc1F)c1nc(-c2ccc(OC)cc2)cs1	108	100	110
CC(=O)Nc1ccc(Nc2nc(-c3cc4ccccc4oc3=O)cs2)cc1	107	96	106
C/C(=N\Nc1nccnc1Cl)c1ccc(Br)cc1	105	99	102
Cc1ccc(NC(=O)CSc2nc3ccc(Nc4nc(N5CCOCC5)nc(N5CCOCC5)n4)cc3s2)cc1	105	69	101
Cc1cc(C)cc(NC(=O)N2CCc3ccccc3C2)c1	128	70	113
O=C(Cc1cccs1)NCc1cccc(Cl)c1	97	83	94
Cc1ccc(Sc2ncccc2C(=O)NCc2cc([N+](=O)[O-])ccc2O)cc1C	105	80	104
CN(c1ccccc1C(=O)N1CCN(c2ccccc2F)CC1)S(=O)(=O)c1ccccc1	?	?	?
CC(=O)c1ccccc1C(=O)N1CCC(n2nccc2NC(=O)C2CC2)CC1	103	67	95
COc1ccc(NS(=O)(=O)c2cccc(C(=O)OCC(=O)NC3CC3)c2)cc1	104	82	100
Cc1ccc(CNC(=O)C2CCC(=O)N(Cc3ccc(Cl)cc3)C2)cc1F (stereo not drawn)	111	66	100
C/C(=N\NC(=O)CCC(=O)Nc1ccc(C)c(C)c1)C1CC1	110	66	100
COc1ccc(/C=N\Nc2ccccn2)c(OC)c1	101	97	108
COc1ccc(NC(=O)CN(C)C(=O)c2ccccc2OC)cc1	104	94	108
CCOC(=O)C1CCN(Cc2ccc3ccccc3c2)CC1	99	91	104

Random excerpt: 5 entries already listed
SMILES	RPL19A-GFP yeast	LAP4 TOR yeast	MEP2-GFP yeast
COc1ccc(/C=N\Nc2ccccn2)c(OC)c1	101	97	108
COCCN(C(=O)c1ccccc1F)c1nc(-c2ccc(OC)cc2)cs1	108	100	110
C/C(=N\NC(=O)CCC(=O)Nc1ccc(C)c(C)c1)C1CC1	110	66	100
CC(=O)Nc1ccc(Nc2nc(-c3cc4ccccc4oc3=O)cs2)cc1	107	96	106
Cc1ccc(CNC(=O)C2CCC(=O)N(Cc3ccc(Cl)cc3)C2)cc1F (stereo not drawn)	111	66	100

Next part:
SMILES	RPL19A-GFP yeast	LAP4 TOR yeast	MEP2-GFP yeast
CC(C)(C)C(=O)/C(=C/c1ccc(Cl)cc1)n1cncn1	116	109	110
COc1ccc(-c2cc(C(=O)N(C)CCc3ccc(OC)c(OC)c3)c3ccccc3n2)cc1	103	86	103
Cc1ccccc1C(=O)Nc1ccc2c(c1)OCCO2	96	97	105
O=C(CSc1nnnn1-c1ccc(F)cc1)Nc1ccccc1F	106	101	104
Cc1ccc(C(=O)NC(=S)NNC(=O)c2cccc([N+](=O)[O-])c2)cc1	101	105	110
COc1ccc(NC(=S)N2CCN(S(=O)(=O)c3ccccc3)CC2)cc1	102	65	102
O=C(NCC1CCN(C(=O)c2c(F)c(F)c(F)c(F)c2F)CC1)c1c(F)c(F)c(F)c(F)c1F	128	79	109
O=C(NN=C1CCCCCC1)c1ccc(Cl)s1	118	81	105
COc1ccc(/C=C2/C(=O)N(c3ccccc3)N=C2C)c(OC)c1	100	91	95
COc1ccc(C(=O)O)cc1S(=O)(=O)N1CCSCC1	100	90	105
CCOc1ccc(CC(=O)N/N=C(\C)c2cccnc2)cc1	122	77	109
O=C(C1CCC(=O)N(C2CC2)C1)N1CCN(c2cccc(Cl)c2)CC1 (stereo not drawn)	111	72	98
O=C(Cc1c(Cl)cccc1Cl)N/N=C/c1cccnc1	115	74	100
C/C(=N\NC(=O)Cc1c(F)cccc1Cl)c1cccnc1	112	79	106
CC(=O)Nc1ccc(S(=O)(=O)N2CCN(c3nc4ccccc4n3CC(C)C)CC2)cc1	100	106	134
CCC(NC(=S)NC1CCCCC1)c1ccccc1 (stereo not drawn)	119	81	107
O=C1C(=O)N(c2ccccn2)C(c2ccc(Br)cc2)/C1=C(/O)c1ccc(Br)cc1 (stereo not drawn)	104	92	98
CCCCn1c2ccc(F)cc2c2nnc(SCCN3CCOCC3)nc21	107	98	108
Cc1ccc(-c2nc(-c3ccncc3)no2)cc1	96	93	106
CC(C)Oc1ccc(OCCn2c(S(=O)(=O)O)nc3c(N)ncnc32)cc1	103	93	104
O=Cc1cn(CCOc2ccccc2F)c2ccccc12	105	96	113
Fc1ccccc1NC(=S)NCCc1cccc(Cl)c1	109	89	99
COc1ccc(/C=C(\NC(=O)c2cccs2)C(=O)NN)cc1OC	110	95	107
CC(c1ccccc1)n1c(CCCO)nc2ccccc21 (stereo not drawn)	103	96	102

Profiles from above. Order of values: RPL19A-GFP yeast | LAP4 TOR yeast | MEP2-GFP yeast
`COc1ccc(/C=C(\NC(=O)c2cccs2)C(=O)NN)cc1OC` as listed: 110 | 95 | 107
`O=C1C(=O)N(c2ccccn2)C(c2ccc(Br)cc2)/C1=C(/O)c1ccc(Br)cc1` (stereo not drawn) as listed: 104 | 92 | 98
`Fc1ccccc1NC(=S)NCCc1cccc(Cl)c1` as listed: 109 | 89 | 99

A different layout for part of the listing above:
SMILES,RPL19A-GFP yeast,LAP4 TOR yeast,MEP2-GFP yeast
CC(C)Oc1ccc(OCCn2c(S(=O)(=O)O)nc3c(N)ncnc32)cc1,103,93,104
Cc1ccc(-c2nc(-c3ccncc3)no2)cc1,96,93,106
CCCCn1c2ccc(F)cc2c2nnc(SCCN3CCOCC3)nc21,107,98,108
O=C1C(=O)N(c2ccccn2)C(c2ccc(Br)cc2)/C1=C(/O)c1ccc(Br)cc1 (stereo not drawn),104,92,98

Compound activity as filed in PubChem.
